ANO1 block: inhibitors of mouse TMEM16A calcium-activated chloride channel; Q8BHY3; HEK293 TMEM16A/YFP iodide influx fluorescence, ionomycin; normalized B-score (activity score, 25-100; higher = stronger inhibition) at 10 µM; hit rate 1.2% among 310,000;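 active = ratio plate-corrected score three or more library SD toward inhibition, starting fluorescence score within five deviations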;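 also: score derived from kinetic fluorescence span divided by baseline fluorescence per well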
Target sequence (Q8BHY3 whole entry, looked up): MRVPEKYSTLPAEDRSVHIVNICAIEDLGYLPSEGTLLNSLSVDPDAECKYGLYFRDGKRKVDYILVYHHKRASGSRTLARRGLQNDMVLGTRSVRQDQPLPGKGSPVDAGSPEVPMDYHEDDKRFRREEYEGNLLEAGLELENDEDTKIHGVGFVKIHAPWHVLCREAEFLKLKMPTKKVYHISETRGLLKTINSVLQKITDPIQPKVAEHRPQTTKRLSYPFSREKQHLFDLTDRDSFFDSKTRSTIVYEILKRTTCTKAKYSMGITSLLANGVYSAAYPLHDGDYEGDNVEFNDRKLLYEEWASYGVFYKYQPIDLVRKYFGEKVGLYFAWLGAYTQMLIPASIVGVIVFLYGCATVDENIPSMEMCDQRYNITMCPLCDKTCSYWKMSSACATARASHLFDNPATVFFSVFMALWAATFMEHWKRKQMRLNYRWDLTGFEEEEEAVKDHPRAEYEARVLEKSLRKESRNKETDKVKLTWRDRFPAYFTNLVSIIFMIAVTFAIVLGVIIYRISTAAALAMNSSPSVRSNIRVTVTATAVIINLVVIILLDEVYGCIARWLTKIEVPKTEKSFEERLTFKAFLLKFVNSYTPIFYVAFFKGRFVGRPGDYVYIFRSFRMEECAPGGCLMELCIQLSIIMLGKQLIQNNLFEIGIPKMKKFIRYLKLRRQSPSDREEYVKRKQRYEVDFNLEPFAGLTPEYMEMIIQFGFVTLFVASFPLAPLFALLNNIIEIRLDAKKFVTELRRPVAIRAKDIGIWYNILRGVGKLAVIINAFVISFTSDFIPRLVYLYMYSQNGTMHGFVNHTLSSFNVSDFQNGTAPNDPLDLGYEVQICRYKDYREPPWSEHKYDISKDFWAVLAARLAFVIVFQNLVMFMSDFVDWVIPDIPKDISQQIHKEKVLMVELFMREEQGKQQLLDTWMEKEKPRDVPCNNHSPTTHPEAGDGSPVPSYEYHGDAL
KCNQ1 act: potentiates or activates the human KCNQ1 potassium channel. P51787. CHO-K1 KCNQ1, thallium flux FluxOR fluorescence; stronger effect = higher value. B-score at 10 µM. hit rate 0.35% among 310,000;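 active = fluorescence ratio B-score, a plate-corrected score, at least three library SD, with initial intensity B-score within 5 SD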
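assay system = KCNQ1-transfected CHO-K1 cells | medium = assay buffer with matched DMSO | probe or stimulus = depolarizing K+/Tl+ stimulus, K2SO4 and Tl2SO4 each 12.5 mM in 5x stock | dosing = single dose | incubation = dye 90 min, compound 20 min, room temperature | detection = kinetic FluxOR fluorescence, 10 s baseline plus 110 s post-stimulus | evaluation = ratio B score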
Dyrk1A ADPGlo: inhibitors of rat Dyrk1A kinase; Q63470; hit rate 0.43% among 310,000; inhibition, % at 12.5 µM; ADP-Glo luminescence, NFATc1 peptide; in the data active = inhibition above about 50%;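 also: plate controls were vehicle with enzyme for no effect and no enzyme for full effect; many of its hits are not listed in these tables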
TRPC4 agonist: TRPC4 (mouse) channel activation | HEK293 TRPC4beta/mu-opioid, Fluo4 calcium fluorescence; stronger effect = higher value | Q9QUQ5 | AID 2237 | hit rate 0.49% among 310,000 | B-score at 10 µM;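 active = B-score above 5 SD of library B-scores, and initial fluorescence ratio not above library mean plus 5 SD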;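 also: positive B-score marks a calcium rise read as TRPC4 activation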
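Test system: HEK293 cells stably co-expressing mouse TRPC4beta and mu-opioid receptor | Schedule: Fluo4 dye loading 45 min at room temperature, 110 s recording | Measured by: Kinetic Fluo4 calcium fluorescence, 5 s baseline at 1 Hz | Evaluation: B score of integrated ratio | Controls: Buffer (low) and maximal DAMGO (high)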
hERG protect: hERG (human) protection from proarrhythmic block; Q12809; CHO-hERG, FluxOR thallium flux, dofetilide IC70 present; activation (rescue from dofetilide block), less the hit threshold, % at 10 µM; hit rate 0.51% among 310,000;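 active = activation above the mean of controls blocked by dofetilide plus 5 SD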;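 also: thallium influx through hERG after potassium depolarization seen as dye fluorescence rise; in these data hits start at about 4.7%; inactives centre near -7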
KCNK9 block: inhibitors of human KCNK9 two-pore domain potassium channel. Q9NPC2. hit rate 1.2% among 310,000. HEK293 KCNK9, FluxOR thallium flux fluorescence; stronger effect = lower value. B-score at 10 µM;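 active = ratio B-score over 3 SD below the library mean, with starting fluorescence within 5 SD of its mean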;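 also: negative B-score means less thallium flux so channel inhibition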
TRPC4 PAM: allosteric potentiators of mouse TRPC4 channel; Q9QUQ5; HEK293 TRPC4beta/mu-opioid, DAMGO EC20, Fluo-4 Ca2+ flux; stronger effect = higher value; B-score at 10 µM; hit rate 0.42% among 310,000;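 active = B-score of calcium response area above 5 SD of library B-scores, with initial fluorescence ratio within 5 SD of library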;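 also: B-score of integrated fluorescence ratio over time as area under calcium response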
KCNQ1 block: inhibitors of human KCNQ1 potassium channel; CHO-K1 KCNQ1, FluxOR thallium flux fluorescence; stronger effect = higher value; hit rate 1.3% among 310,000; B-score at 10 µM; P51787; AID 2642;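 active = compounds whose thallium flux B-score, printed positive for inhibition, exceeds three library SD while starting fluorescence stays within three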;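 also: channel opened by potassium depolarization with thallium stimulus after 20 min compound exposure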
TMEM16A act: mouse TMEM16A channel activation, primary screen. HEK293 TMEM16A/YFP-H148Q/I152L, iodide quench fluorescence; stronger effect = lower value. Q8BHY3. hit rate 0.3% among 340,000. AID 623877. B-score at 10 µM;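 active = fluorescence-ratio B-score plate-corrected deviation score at least 3 library SD below zero, with starting fluorescence score within 5 deviations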;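 also: channel opened by trigger with iodide after compound preincubation; score built on the fluorescence ratio of max minus min over baseline; more negative score means more quench and so TMEM16A activation or potentiation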
KCNK3 inh: human KCNK3 channel inhibition, primary screen; O14649; B-score at 10 µM; CHO-KCNK3 thallium flux, FluxOR fluorescence; stronger effect = lower value; hit rate 0.84% among 340,000; AID 602410;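 active = B-score under library mean minus 4 SD, starting fluorescence ratio at most library mean plus 5 SD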;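 also: more negative B-score means stronger inhibition of thallium flux through KCNK3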
HDAC3 inh: blocks human histone deacetylase 3 | O15379 | recombinant HDAC3, fluorogenic peptide/trypsin coupled, fluorescence | inhibition, % at 8.3 µM | hit rate 0.15% among 320,000; in the data active = inhibition above about 26%, passing the limit was not always enough
Active calls of the source: *; i = inactive; nt = not tested or not shown. A portion of the library, so the mix of outcomes need not match the whole.

SMILES	ANO1 block	KCNQ1 act	Dyrk1A ADPGlo	TRPC4 agonist	hERG protect	KCNK9 block	TRPC4 PAM	KCNQ1 block	TMEM16A act	KCNK3 inh	HDAC3 inh
CCS(=O)(=O)c1ccc(-c2csc(-c3ccc(Cl)cc3)n2)c(Cl)c1Cl	i	i	3	i	-11	i	i	i	i	i	0
Cn1c(SCC(=O)OC2CCCCC2)nnc1-c1ccc(S(=O)(=O)N2CCCC2)cc1	i	i	-2	i	0	i	i	i	i	i	1
Cc1cc(CNC(=O)Nc2ccc3c(c2)OCO3)nn1C	i	i	-3	i	-4	i	i	i	i	i	-1
CC(C)N(C(=O)c1sc2cc([N+](=O)[O-])ccc2c1Cl)C(C)C	i	i	10	i	-7	i	i	i	i	i	4
COc1cccc(NC(=O)CN2C(=O)NC(C)(c3ccc(C)cc3)C2=O)c1 (stereo not drawn)	i	i	1	i	-4	i	i	i	i	i	2
COCCN1C(=O)N[C@@H](CCc2ccccc2)[C@H](C(C)=O)[C@H]1C	i	i	-2	i	-8	i	i	i	i	i	7
CC1CCN(CCCNC(=O)CN2CCN(Cc3ccc(Cl)cc3)C2=O)CC1	i	i	-1	i	-3	i	i	i	i	i	-6
COc1ccc(NC(=O)N2Cc3ccccc3CC2C(=O)NC(C)(C)C)cc1 (stereo not drawn)	i	i	-3	i	0	i	i	i	i	i	-1
CCOc1ccccc1NS(=O)(=O)c1cc2c3c(c1)CC(=O)N3CCC2	i	i	9	i	-6	i	i	i	i	i	-1
Cc1ccc(-c2csc(Nc3ccccn3)n2)cc1	i	i	9	i	-11	i	i	i	i	i	4
Cc1ccc(N(C(=O)Cc2cccs2)C(C(=O)NC2CCCCC2)c2ccccn2)cc1C (stereo not drawn)	i	i	-2	i	-7	i	i	i	i	i	13
COc1cc2c(cc1OC)C(C(=O)N1CCOCC1)C(c1cccs1)N(C)C2=O (stereo not drawn)	i	i	1	i	-9	i	i	i	i	i	12
N#Cc1c(SCC(=O)OCc2ccccc2)nsc1SCC(=O)OCc1ccccc1	i	i	-3	i	-19	i	i	i	i	i	-3
O=C(COc1ccc2c3c(c(=O)oc2c1)CCC3)NCC1CCC(C(=O)O)CC1 (stereo not drawn)	i	i	-1	i	1	i	i	i	i	i	-3
COc1ccccc1NC(=O)COC(=O)C1CC1	i	i	-2	i	-13	i	i	i	i	i	-4
COc1ccc(NS(=O)(=O)c2ccc3c(c2)N(C(C)=O)CCS3)cc1	i	i	7	i	-3	i	i	i	i	i	-4
COC(=O)C1C(=O)OC(C)(C)C1C(C)C(=O)c1ccccc1 (stereo not drawn)	i	i	-1	i	-13	i	i	i	i	i	-10
CN(CC(=O)Nc1ccc(N2CCOCC2)cc1)C(=O)c1cc(F)c(F)cc1Cl	i	i	-2	i	-9	i	i	i	i	i	3
CCOc1ccc(NC(=O)c2sccc2-n2cccc2)cc1	i	i	7	i	-4	i	i	i	i	i	-6
COC(=O)C1=C(C)N(C(C)C)C(=O)C1(NC(C)=O)C(F)(F)F (stereo not drawn)	i	i	-5	i	-8	i	i	i	i	i	3
O=C(CSc1ccsc1[N+](=O)[O-])NCc1ccccc1	i	i	-3	i	-11	i	i	i	i	i	nt
Cc1cccc(C(=O)NCCC(=O)Nc2nc(C)c(Cc3ccc4c(c3)OCO4)s2)c1	i	i	-2	i	-7	i	i	i	i	i	-2
COC(=O)CSc1nc2c(c(-c3ccc(C)o3)c1C#N)CCCC2	i	i	3	i	-3	i	i	i	i	i	2
CCOC(CNC(=O)C1CCN(S(=O)(=O)c2ccc3nc4c(c(C(=O)O)c3c2)CCCCC4)CC1)OCC	i	i	-3	i	-2	i	i	i	i	i	0
NC(=O)C1CCN(C(=O)c2ccccc2CCc2ccccc2)CC1	i	i	8	i	-11	i	i	i	i	i	1
O=C(/C=C/c1cccnc1)c1ccc(NC(=O)c2cccc(Br)c2)cc1	i	i	-3	i	-6	i	i	i	i	i	-1
Cc1ccc(C(=O)N/C(=C\c2ccco2)C(=O)N2CCCCC2)cc1	i	i	0	i	-8	i	i	i	i	i	4
Cc1ccc2cc(C#N)c(SCC(=O)N3CCCC3)nc2c1	i	i	2	i	-17	i	i	i	i	i	-3
O=C(CCS(=O)(=O)c1ccc2c(c1)NC(=O)CS2)NCc1ccccc1Cl	i	i	-2	i	-9	i	i	i	i	i	0
COc1ccc(C2SCC(=O)N2c2ccc(OC)cc2)cc1 (stereo not drawn)	i	i	1	i	-5	i	i	i	i	i	7
CN1/C(=C\C(=O)COC(=O)c2ccc(O)cc2)C(C)(C)c2ccccc21	i	i	5	i	-16	i	i	i	i	i	1
C=CCN1C(=O)c2cccc3c(Br)ccc(c23)C1=O	i	i	3	i	-7	i	i	i	i	i	-3
CNc1nnc(-c2ccc(N(C)C)cc2)s1	i	nt	4	nt	nt	nt	nt	nt	i	i	-237
COc1cc(C2CC(=O)Nc3c2c(=O)nc2c(C)cccn32)cc(OC)c1OC (stereo not drawn)	i	i	-3	i	-5	i	i	i	i	i	-2
Cc1ccc(S(=O)(=O)N2CCN(S(=O)(=O)N3CCC(C)CC3)CC2)c(C)c1	i	i	-10	i	-11	i	i	i	i	i	-1
O=C(CSc1nnc(NC(=O)C2CC2)s1)Nc1ccc2c(c1)OCCO2	i	i	nt	i	-2	i	i	i	i	i	5
COc1cccc(OCc2cc(C(=O)N3CCN(C(=O)c4ccco4)CC3)no2)c1	i	i	3	i	-15	i	i	i	i	i	-2
CCOC(=O)CSc1nnc(NC(=O)CCc2ccccc2)s1	i	i	-2	i	-2	i	i	i	i	i	-3
CCCc1nnc(SCC(=O)N2CCOCC2)n1CCCOC	i	i	2	i	-3	i	i	i	i	i	-4
Cc1ccc(C(c2nnnn2Cc2cccs2)N2CCN(Cc3ccc4c(c3)OCO4)CC2)cc1 (stereo not drawn)	i	i	-1	i	-18	-12*	i	i	i	i	4
COc1ccc(NC(=O)/C=C/c2ccccc2)cn1	i	i	-2	i	-9	i	i	i	i	i	4
COc1cccc2[nH]c3c(N4CCC(C(N)=O)CC4)ncnc3c12	i	i	-4	i	-6	i	i	i	i	i	-66
O=C(Nc1nnc(C2CCCCC2)s1)C1CC(=O)N(c2ccccc2)C1 (stereo not drawn)	i	i	2	i	-9	i	i	i	i	i	2
Cn1c(C(=O)N2CCc3ccccc3C2)cc2c(=O)n3ccccc3nc21	i	i	3	i	-15	i	i	i	i	i	-27
COc1ccc(N=Nc2ccc(CO)cc2)cc1	i	i	3	i	-9	i	i	i	i	i	4
CC1(C(=O)N(CC(=O)NC2CCCC2)C2CCCC2)CC(=O)N=C2C=CC=CN21 (stereo not drawn)	i	i	0	i	-6	i	i	i	i	i	-50
CC(OC(=O)c1nc(Cl)ccc1Cl)C(=O)Nc1ccccc1F (stereo not drawn)	i	i	-6	i	-17	i	i	i	i	i	8
CCCCn1c(N)c(N(CCC(C)C)C(=O)c2ccc([N+](=O)[O-])o2)c(=O)[nH]c1=O	i	i	nt	i	-13	i	i	i	i	i	2
S=C(Nc1ccc(Cl)cc1)NC1CC2CCCC(C1)N2C1CC1 (stereo not drawn)	i	i	nt	i	-9	i	i	i	i	i	-1
O=C(O)CN1C(=O)c2cccc(Oc3ccc(Cl)cc3)c2C1=O	i	i	-3	i	-8	-6.8*	i	i	i	i	-1
CCNc1nc(NOC)nc(OCC#N)n1	i	i	0	i	-5	i	i	i	i	i	7
Cc1cccc(NC(=O)C(=O)C2C(=O)Nc3ccccc32)c1 (stereo not drawn)	i	i	0	i	-2	i	i	i	i	i	-1
COc1ccc(C)cc1NS(=O)(=O)c1ccc(-c2cnc(C3CC3)o2)cc1	i	i	-3	i	-11	i	i	i	i	i	nt

A draw from above in order of SMILES length, ascending.
SMILES	ANO1 block	KCNQ1 act	Dyrk1A ADPGlo	TRPC4 agonist	hERG protect	KCNK9 block	TRPC4 PAM	KCNQ1 block	TMEM16A act	KCNK3 inh	HDAC3 inh
COc1ccc(N=Nc2ccc(CO)cc2)cc1	i	i	3	i	-9	i	i	i	i	i	4
COc1ccc(NC(=O)/C=C/c2ccccc2)cn1	i	i	-2	i	-9	i	i	i	i	i	4
S=C(Nc1ccc(Cl)cc1)NC1CC2CCCC(C1)N2C1CC1 (stereo not drawn)	i	i	nt	i	-9	i	i	i	i	i	-1
O=C(O)CN1C(=O)c2cccc(Oc3ccc(Cl)cc3)c2C1=O	i	i	-3	i	-8	-6.8*	i	i	i	i	-1
COc1cccc2[nH]c3c(N4CCC(C(N)=O)CC4)ncnc3c12	i	i	-4	i	-6	i	i	i	i	i	-66
O=C(Nc1nnc(C2CCCCC2)s1)C1CC(=O)N(c2ccccc2)C1 (stereo not drawn)	i	i	2	i	-9	i	i	i	i	i	2
Cn1c(C(=O)N2CCc3ccccc3C2)cc2c(=O)n3ccccc3nc21	i	i	3	i	-15	i	i	i	i	i	-27
COc1ccc(C)cc1NS(=O)(=O)c1ccc(-c2cnc(C3CC3)o2)cc1	i	i	-3	i	-11	i	i	i	i	i	nt
CC1(C(=O)N(CC(=O)NC2CCCC2)C2CCCC2)CC(=O)N=C2C=CC=CN21 (stereo not drawn)	i	i	0	i	-6	i	i	i	i	i	-50
Cc1ccc(C(c2nnnn2Cc2cccs2)N2CCN(Cc3ccc4c(c3)OCO4)CC2)cc1 (stereo not drawn)	i	i	-1	i	-18	-12*	i	i	i	i	4
CCCCn1c(N)c(N(CCC(C)C)C(=O)c2ccc([N+](=O)[O-])o2)c(=O)[nH]c1=O	i	i	nt	i	-13	i	i	i	i	i	2
